Bioassay records deposited in PubChem by National Center for Advancing Translational Sciences (NCATS).
pAkt inh = HTS Assay for Inhibitors of Akt Phophorylation: Primary Screen; hit rate 0.32% among 360,000; Neuro2A IGF-stimulated pAkt S473 HTRF, 20 min; active compounds read low; AID 651550, 2012; activity change, % for hits at 50 µM; in the data active means activity change below about -80%; inconclusive means mostly about -51% to -80%; further: on the % scale 0 is the no-effect control and ±100 the full control effect
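Single-point screen (50 µM final compound) in Neuro2A cells stimulated 20 min with 6 nM IGF at 37 deg C. After lysis, Ser473-phosphorylated Akt read by HTRF (ex 330 nm, em 615/665 nm) as the 665/615 ratio.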
EPAC2 agonist = qHTS for Agonist of cAMP-regulated guanine nucleotide exchange factor 4 (EPAC2): primary screen | Rap guanine nucleotide exchange factor 4 (Homo sapiens), Q8WZA2 | EPAC2 activation, biochemical qHTS; response scale: 100% = 6.5 mM cAMP response | Potency, µM (highest dose often 154 µM), for the others: top-dose activation, most hits filed as activators | hit rate 0.079% among 360,000; further: potency means the concentration at half of the fitted maximal effect; nearly all actives have a fitted effect of over 50% in size
Target sequence (Q8WZA2 whole entry, looked up): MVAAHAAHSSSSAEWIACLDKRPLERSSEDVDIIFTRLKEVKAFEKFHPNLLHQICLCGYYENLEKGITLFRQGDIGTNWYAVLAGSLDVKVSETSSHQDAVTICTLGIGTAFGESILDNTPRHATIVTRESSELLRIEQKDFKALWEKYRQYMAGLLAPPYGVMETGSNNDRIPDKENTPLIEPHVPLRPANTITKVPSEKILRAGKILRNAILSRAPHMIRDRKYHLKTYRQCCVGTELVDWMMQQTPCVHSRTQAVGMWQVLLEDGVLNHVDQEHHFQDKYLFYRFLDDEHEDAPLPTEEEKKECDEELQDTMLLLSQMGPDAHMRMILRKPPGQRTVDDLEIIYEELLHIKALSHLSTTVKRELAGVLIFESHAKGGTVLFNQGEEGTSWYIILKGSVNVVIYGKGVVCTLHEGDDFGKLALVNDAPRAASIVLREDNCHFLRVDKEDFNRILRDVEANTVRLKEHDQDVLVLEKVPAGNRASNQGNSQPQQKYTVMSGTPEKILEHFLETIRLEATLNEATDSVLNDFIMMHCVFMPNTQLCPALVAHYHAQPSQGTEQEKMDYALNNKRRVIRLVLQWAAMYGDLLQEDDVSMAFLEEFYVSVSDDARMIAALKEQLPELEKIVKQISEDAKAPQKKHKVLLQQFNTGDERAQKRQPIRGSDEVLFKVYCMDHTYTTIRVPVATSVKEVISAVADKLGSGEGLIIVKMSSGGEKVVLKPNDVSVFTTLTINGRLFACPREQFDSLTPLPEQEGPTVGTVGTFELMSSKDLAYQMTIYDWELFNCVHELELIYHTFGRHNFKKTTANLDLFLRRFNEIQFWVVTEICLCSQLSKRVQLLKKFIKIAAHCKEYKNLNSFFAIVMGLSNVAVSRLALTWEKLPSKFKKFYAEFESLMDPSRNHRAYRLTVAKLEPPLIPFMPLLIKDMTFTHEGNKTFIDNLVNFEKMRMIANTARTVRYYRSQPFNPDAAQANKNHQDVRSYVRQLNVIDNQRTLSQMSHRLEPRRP
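In this primary screen, activation is scored as increased exchange of BODIPY-GDP from Rap1B by 100 nM EPAC2, with 50 uM GDP as competitor. Signal is normalized to the 6.5 mM cAMP agonist control.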
A549 tox = Nrf2 qHTS screen for inhibitors: counterscreen for cytotoxicity. A549 ARE-Fluc cells, CellTiter-Fluor viability, 18-24 h. Potency, µM (highest dose often 46 µM), without a hit: at the top dose activity change, negative = cytotoxicity, hits mostly inhibitors. hit rate 0.16% among 390,000. AID 504648, 2011; further: potency means the concentration at half of the fitted maximal effect; on the % scale 0 is the no-effect control and ±100 the full control effect
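A549 ARE_Fluc cells in 5% FBS OPTI-MEM were exposed to compounds in concentration-response for 18-24 h at 37 deg C. Viability was read by CellTiter-Fluor fluorescence (Ex 405/Em 525) after 30 min, before the luciferase read.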
Nrf2 activator = qHTS of Nrf2 Activators; AREc32 ARE-luciferase reporter (MCF7-derived line), luminescence, 24 h; Potency, µM (titrated, usually from 46.1 µM), without a hit: at the highest dose activation, actives largely listed as activators; hit rate 0.31% among 410,000; AID 624171, 2012; further: potency means the concentration at half of the fitted maximal effect; % of control where 0% means no effect; nearly all actives have a fitted effect of over 65% in size
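ARE-driven firefly luciferase activity in AREc32 cells measured after a 24 hr compound exposure at 37 deg C, using Steady-Glo reagent and a 30 min room-temperature hold.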
EPAC2 antagonist = qHTS for Antagonist of cAMP-regulated guanine nucleotide exchange factor 2 (EPAC2): primary screen | Potency, µM (top dose mostly 114 µM), for inactives: top-dose activity, negative = inhibition, usual class: inhibitors | Rap guanine nucleotide exchange factor 4 (Homo sapiens), Q8WZA2 | AID 720708, 2013 | EPAC2 GEF exchange of Rap1B-BODIPY-GDP, fluorescence | hit rate 0.18% among 360,000; further: potency means the concentration at half of the fitted maximal effect; on the % scale 0 is the no-effect control and ±100 the full control effect; nearly all actives have a fitted effect of over 45% in size; many of its hits are not listed in these tables
MmCpn inh = Inhibitors of TCP-1 ring complex (TRiC) of Methanococcus maripaludis (MmCpn): qHTS; Chaperonin Mm-Cpn (Methanococcus maripaludis); purified Mm-Cpn ATPase, ADP Transcreener TR-FRET; Potency, µM (series often up to 76.9 µM), for inactives: at the top dose activity, negative = inhibition, hits mostly inhibitors; hit rate 0.031% among 330,000; AID 504842, 2011; further: potency means the concentration at half of the fitted maximal effect; on the % scale 0 is the no-effect control and ±100 the full control effect; nearly all actives have a fitted effect of over 80% in size
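Purified archaeal Mm-CPN (25nM final) preincubated 10 min at 37degC with compound, then 10uM ATP for 30 min at 37degC; ADP measured by HTRF Transcreener TR-FRET; buffer 30 mM TRIS pH 7.4, 100mM KCl, 5mM MgCl2, 1mM DTT.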
CCT modulator = High-Throughput Screening for Modulators of Cytosolic Chaperonin Activity | purified chaperonin ATPase assay, HTRF ADP detection, 30 min | activity change, % (test concentration not listed), hits read low | hit rate 0.3% among 360,000; in the data active means activity change below about -30%; further: on the % scale 0 is the no-effect control and ±100 the full control effect
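First, chaperonin was dispensed at 40 nM or 20 nM final depending on batch activity. Next, compounds were pinned at 76 uM and ATP added at 10 uM. After 30 min at 37 °C, ADP detection reagents ran 30 min at ambient temperature.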
TGFb SMAD3 inh = qHTS for Inhibitors of TGF-b; HepG2 CAGA-GFP TGF-b/SMAD3 reporter, GFP fluorescence, 18 h; TGF-beta stimulated, 500 pg/mL final; Potency, µM (top dose mostly 46.1 µM), for inactives: at the highest dose activity, negative = inhibition, hits mostly inhibitors; hit rate 1.2% among 410,000; further: potency means the concentration at half of the fitted maximal effect; on the % scale 0 is the no-effect control and ±100 the full control effect; nearly all actives have a fitted effect of over 65% in size
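Read-out: total well GFP (ex488/em500-530) summed from mean per-cell fluorescence. Cells: HEPG2 CAGA-GFP, 1% FBS DMEM, 18 h at 37 degrees C with 500 pg/mL final TGF-beta. Unstimulated wells served as the full-inhibition control; stimulated DMSO wells = 0%.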
Nrf2 block = Nrf2 qHTS screen for inhibitors | A549 ARE-Fluc reporter, luciferase luminescence, 18-24 h | Potency, µM (series often up to 46 µM), inactives show at the top dose activity change, negative = inhibition, actives largely listed as inhibitors | hit rate 2.1% among 360,000 | AID 504444, 2011; further: potency means the concentration at half of the fitted maximal effect; on the % scale 0 is the no-effect control and ±100 the full control effect; nearly all actives have a fitted effect of over 60% in size
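Concentration-response testing used A549 ARE_Fluc cells at 5000 cells/well. Following an 18-24 h compound incubation, viability was read by fluorescence (Ex 405/Em 525) and luciferase output by luminescence.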
An asterisk follows results filed as active; i = inactive; ? = inconclusive; · = no result given; [ ] = remark or other dose. Unless noted, the call rests on the fitted dose curve; in most records, active means well fitted curve in the direction sought with a large enough effect; inconclusive means small, poorly fitted or top-dose-only effect, or another doubt; inactive means no such curve, though single readings can be large; an effect the other way counts as inactive or inconclusive. Some of the compounds tested, so the mix of outcomes need not match the whole.

SMILES	pAkt inh	EPAC2 agonist	A549 tox	Nrf2 activator	EPAC2 antagonist	MmCpn inh	CCT modulator	TGFb SMAD3 inh	Nrf2 block
COc1cccc(-c2cnc(NCc3cc(Cl)ccc3O)n2C)c1	i	?	·	4.7%	-22%	-1%	0.8	?	?
CN1c2ccsc2C(O)=C(C(=O)Nc2ccccc2)S1(=O)=O	i	-7%	-10%	-0.4%	6%	0%	-0.9	0%	7%
CCCn1c(N2CCN(Cc3cccc(C)c3)CC2)nc2c1c(=O)[nH]c(=O)n2C	i	-7%	-9%	6.8%	1%	1%	-4.2	?	?
Nc1ccc(C(=O)NN2C(=O)[C@H](Cl)C2c2ccc(Cl)cc2)cc1 (stereo not given in full)	i	-6%	-12%	-1.5%	17%	·	1.4	0%	9%
COc1ccccc1C1CCN(C(=O)c2cccs2)CC1	i	6%	4%	-0.1%	0%	0%	-3.8	0%	3%
COc1cccc(C(=O)Nc2nnc(S(=O)(=O)N3CCCCC3)s2)c1	i	4%	-8%	-0.3%	1%	-1%	-2.1	-7%	?
CCn1c(=O)c(C(=O)CN2CCOCC2)c(N)n(Cc2ccccc2)c1=O	i	2%	15%	-0.7%	-2%	-2%	-0.3	-5%	-10%
CCCCC1CCC(C(=O)N2CC(=O)Nc3ccc(Cl)cc3C2c2ccc(F)cc2)CC1 (stereo not given)	·	·	-15%	0.9%	·	·	·	?	6%[9.27 µM]
CCOC(=O)c1[nH]c(C)c(CCC(=O)OC)c1C	i	5%	-2%	-1.0%	21%	1%	1.0	-16%	1%
Cc1nc2ccc(S(=O)(=O)N(C)CC(=O)NCCc3ccccc3)cc2s1	i	8%	1%	1.5%	6%	0%	-1.0	?	?
CCOc1ccccc1NC(=O)Cn1c(=O)n(-c2ccc(OC)cc2OC)c(=O)c2c(C)c(C(=O)N(CC)CC)sc21	i	-4%	-7%	0.2%	-2%	-1%	1.4	19%	-1%
O=C(CN(c1cccc(C(F)(F)F)c1)S(=O)(=O)c1ccc(Cl)c([N+](=O)[O-])c1)NCc1ccccc1	i	1%	-4%	2.0%	-25%	2%	0.8	-2%	-19%

8 compounds from above, sorted by molecular weight, lowest first.
SMILES	pAkt inh	EPAC2 agonist	A549 tox	Nrf2 activator	EPAC2 antagonist	MmCpn inh	CCT modulator	TGFb SMAD3 inh	Nrf2 block
CCOC(=O)c1[nH]c(C)c(CCC(=O)OC)c1C	i	5%	-2%	-1.0%	21%	1%	1.0	-16%	1%
COc1ccccc1C1CCN(C(=O)c2cccs2)CC1	i	6%	4%	-0.1%	0%	0%	-3.8	0%	3%
COc1cccc(-c2cnc(NCc3cc(Cl)ccc3O)n2C)c1	i	?	·	4.7%	-22%	-1%	0.8	?	?
Nc1ccc(C(=O)NN2C(=O)[C@H](Cl)C2c2ccc(Cl)cc2)cc1 (stereo not given in full)	i	-6%	-12%	-1.5%	17%	·	1.4	0%	9%
COc1cccc(C(=O)Nc2nnc(S(=O)(=O)N3CCCCC3)s2)c1	i	4%	-8%	-0.3%	1%	-1%	-2.1	-7%	?
CCCn1c(N2CCN(Cc3cccc(C)c3)CC2)nc2c1c(=O)[nH]c(=O)n2C	i	-7%	-9%	6.8%	1%	1%	-4.2	?	?
CCCCC1CCC(C(=O)N2CC(=O)Nc3ccc(Cl)cc3C2c2ccc(F)cc2)CC1 (stereo not given)	·	·	-15%	0.9%	·	·	·	?	6%[9.27 µM]
O=C(CN(c1cccc(C(F)(F)F)c1)S(=O)(=O)c1ccc(Cl)c([N+](=O)[O-])c1)NCc1ccccc1	i	1%	-4%	2.0%	-25%	2%	0.8	-2%	-19%

Later entries.
SMILES	pAkt inh	EPAC2 agonist	A549 tox	Nrf2 activator	EPAC2 antagonist	MmCpn inh	CCT modulator	TGFb SMAD3 inh	Nrf2 block
CC(=O)OC1CC(C)(C)N(OC(=O)c2ccc(N)cc2)C(C)(C)C1	i	-4%	7%	-1.6%	1%	0%	-2.5	1%	·
O=Cc1cccn1-c1ncc(Br)cn1	i	7%	2%	0.6%	-7%	0%	-0.9	-1%	0%
CCn1cc(C(=O)N2CCCC2)c(=O)c2cc(S(=O)(=O)N(C)C)ccc21	i	2%	23%	-0.1%	7%	1%	1.3	-4%	2%
O=C(C1=COCCO1)N1CCN(S(=O)(=O)c2cccc(Br)c2)CC1	i	6%	0%	-0.2%	7%	3%	1.0	2%	-2%
CN[C@H]1C[C@H]2c3[nH]c4ccccc4c3CCN2C(=O)[C@H]1[C@H](C)O	i	8%	·	6.3%	1%	·	1.3	-2%	·
O=C1CC(C(=O)Nc2ccc(Cl)c(Cl)c2)S/C(=N\N=C\c2ccco2)N1 (stereo not given)	i	2%	9%	?	-2%	0%	-4.1	-26%	2%
CCN1C(=O)[C@H]2[C@@H](c3ccc(C(F)(F)F)cc3)N[C@]3(CCCN(Cc4ccccc4)C3=O)[C@H]2C1=O	i	11%	·	0.0%	8%	·	-6.1	-1%	·
Cc1ccc(N2CN(Cc3cccnc3)CNC2=S)c(C)c1	i	5%	-1%	-0.3%	10%	0%	0.4	32%[activator]	7%
O=C(COC(=O)CC1CC2CCC1C2)Nc1ccc(Cl)c(S(=O)(=O)N2CCOCC2)c1 (stereo not given)	i	6%	-2%	?	-5%	0%	1.3	-13%	6%
O=C(c1ccc2ccccc2n1)N1CCN(S(=O)(=O)c2ccc(Cl)cc2)CC1	i	5%	-11%	2.8%	-1%	0%	-0.6	9%	0%
C/C(Cc1ccccc1)=N\NC(=O)c1ccc(F)cc1	i	6%	-2%	-0.2%	0%	1%	-0.5	-6%	5%
COc1ccc2nc(NC(=O)C(NS(=O)(=O)c3cccc4nsnc34)C(C)C)sc2c1 (stereo not given)	i	4%	-2%	-0.1%	4%	?	-1.2	-38%	3%
CC1CCCC(C)N1C(=O)CSc1nc(N)cc(N)n1 (stereo not given)	i	5%	4%	2.6%	5%	1%	1.9	11%	-27%
CN(Cc1ccccc1)C(=O)c1ccccc1NC(=O)C1CC1	i	5%	9%	-0.6%	2%	0%	-3.0	-1%	?
CC(=O)c1ccc(N2Cc3ccccc3/C2=N\C(=O)Nc2ccccc2)cc1	i	14%	9%	0.7%	4%	-1%	-0.6	-2%	4%
CC(=O)Oc1cccc(N2C(=O)c3ccc(C(=O)Nc4cccnc4)cc3C2=O)c1	i	0%	6%	-0.9%	-15%	-2%	-4.0	20%	?
O=C(CSc1nnc(-c2ccc(S(=O)(=O)N3CCCC3)cc2)n1CC1CCCO1)NC1CC1 (stereo not given)	i	10%	0%	0.0%	-2%	-2%	1.2	-15%	-9%
COc1ccc(C2CC(c3ccccc3)=NN2c2ccc(S(N)(=O)=O)cc2)cc1OC (stereo not given)	i	10%	0%	-1.1%[9.22 µM]	6%	?	-1.4	?	?
CC(C)(C)OC(=O)C[C@@H]1C/C=C\C[C@@H](CC(=O)N(CCO)Cc2ccccc2)C(=O)N[C@H](Cc2ccccc2)COC1=O	i	-8%	1%	1.1%	-22%	-1%	-3.6	-20%	5%
Cc1c(C(=O)O)sc(S(=O)(=O)N2CCN(C(=O)CCc3ccccc3)CC2)c1C(=O)O	i	10%	1%	-0.5%	-9%	0%	-3.9	6%	-1%
COC(=O)C1=C(O)/C(=C\c2ccc(OCC(=O)Nc3ccccc3)cc2)N=C1C	·	8%	1%	-0.7%	-5%	1%	-4.9	-10%	-9%
COc1cccc(N(CC(=O)NCCSc2ccccn2)S(C)(=O)=O)c1	i	0%	0%	-0.7%	5%	1%	1.7	-2%	-3%
COc1ccc(NC(=O)Cn2cnc3c(oc4nc5c(cc43)COC(C)(C)C5)c2=O)cc1	i	-1%	4%	0.2%	-4%	-2%	-0.5	2%	6%
Cc1ccccc1S(=O)(=O)NC(=O)C1(C)CCN1C(=O)C1(c2ccccc2)CC1 (stereo not given)	i	7%	·	-0.4%	6%	·	2.1	-2%	·
C[N+](C)(C)CCCCCC(=O)/C=N/O	i	8%	3%	0.2%	1%	1%	0.6	-4%	12%
O=C(Nc1cc(F)ccc1F)c1cnn2c(C(F)F)cc(-c3ccccc3)nc12	·	·	9%	-0.1%	·	·	·	13%	22%
CCOC(=O)N1CCN(CCCc2ccccc2)CC1	i	-1%	-19%	0.0%	1%	-1%	0.0	1%	-1%
CCOC(=O)CC(N)c1ccc(OC)cc1 (stereo not given)	i	5%	5%	0.1%	15%	0%	0.5	-4%	18%
O=C(CN1C(=O)c2ccccc2C1=O)OCCOCCN=C1NS(=O)(=O)c2ccccc21	i	-2%	-10%	0.8%	12%	-1%	1.8	12%	10%
Cc1nn(-c2ccc(C(=O)NCC(c3ccco3)N3CCCC3)cc2)c(C)c1Cl (stereo not given)	i	7%	2%	-0.4%	-5%	1%	-2.3	-8%	4%
Cc1ccc(-n2c(C)cc(/C=N/NC(=O)CC3(C)OCCO3)c2C)c(C)c1	i	-5%	-4%	0.1%	-3%	-1%	1.6	-4%	-9%
O=C(CNC(=O)C1CCCCC1)NNC(=O)c1ccccc1Br	i	6%	8%	-0.1%	-11%	2%	-3.6	0%	-12%
